hiPSC survival: enhancers of single-cell hiPSC survival, primary screen, ATPlite luminescence; 100% = ROCK inhibitor wells, 0% = DMSO; survival enhancement, % at 20 µM; actives 0.044% (n = 360,000); in the data active = survival enhancement above about 18%;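 note: cells exposed to compounds for 16 hours before the ATP read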
m5-HT2A agonist: mouse Htr2a agonists via beta-arrestin recruitment, primary screen, cell-based, luminescence; activation, % at 7.6 µM; actives 0.66% (n = 360,000); AID 624169, 2012; 5-hydroxytryptamine receptor 2A (Mus musculus), P35363; CHO-K1 mHTR2A beta-arrestin complementation; percent of 30 µM serotonin response;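 active = activation above a run cutoff, the mean activation of all tested compounds plus 3 SD, cut at about 14% in these data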;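 note: 0% = plate median of compound wells and 100% = 30 µM serotonin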
Target sequence (P35363 whole entry, looked up): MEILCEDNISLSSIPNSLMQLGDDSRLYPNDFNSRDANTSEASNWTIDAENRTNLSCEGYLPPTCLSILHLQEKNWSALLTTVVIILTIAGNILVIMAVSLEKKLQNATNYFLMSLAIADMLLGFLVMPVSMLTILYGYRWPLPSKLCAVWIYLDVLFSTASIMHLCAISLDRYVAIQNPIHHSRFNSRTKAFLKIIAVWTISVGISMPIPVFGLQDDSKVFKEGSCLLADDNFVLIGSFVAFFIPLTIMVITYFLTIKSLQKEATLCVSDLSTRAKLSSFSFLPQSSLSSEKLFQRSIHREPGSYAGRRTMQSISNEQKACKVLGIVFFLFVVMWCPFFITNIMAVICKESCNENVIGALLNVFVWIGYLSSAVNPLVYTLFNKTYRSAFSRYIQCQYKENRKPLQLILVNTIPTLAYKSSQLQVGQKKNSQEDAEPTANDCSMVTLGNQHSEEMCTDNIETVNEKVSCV
Peg3 promoter: Peg3 promoter-driven luciferase inhibitors, primary screen, cell-based, HeLa, luciferase luminescence; HeLa PEG-Prom luciferase reporter, overnight; inhibition, % at 20 µM; actives 1.7% (n = 360,000); AID 588405, 2011;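 active = inhibition of at least 50% at 20 µM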
PDI turbidity: inhibitors of human PDI, primary screen, biochemical, turbidity, single point, plate reader. actives 0.052% (n = 350,000). PDI insulin aggregation turbidity, A650, 90 min. Protein disulfide-isomerase (Homo sapiens), P07237. inhibition, % at 10 µM;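 active = mean inhibition across replicates of 30% or more, whatever share of single replicates reach that level; inconclusive = mean inhibition below 30% while every single replicate reaches 30%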;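 note: absorbance from insulin aggregation driven by PDI reduction with DTT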
Cardio protect: cardioprotection against H2O2-induced cell death, primary screen, uHTS, H9c2 cells, ATPLite luminescence. H9c2 cardiomyocytes, H2O2 injury protection, 2 h. AID 588492, 2011. protection from H2O2 cell death, % at 20 µM. actives 0.63% (n = 360,000);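 active = compounds giving at least 50% protection of heart cells from peroxide-induced death in the single-dose screen, raw or plate-pattern-corrected value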;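 note: 0% = DMSO wells with peroxide and 100% = DMSO wells without peroxide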
Shn3 inh set2: reduction of Shn3 3'UTR firefly luciferase signal, primary screen, Schnurri-3 inhibitor project, cell-based, Clone20 osteoblasts, set 2; Clone20 osteoblast Shn3 3'UTR firefly luciferase, 24 h; actives 0.52% (n = 360,000); inhibition, % at 12.5 µM;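 active = mean inhibition of at least 75% with every replicate also reaching 75%; inconclusive = mean inhibition at least 75% but some replicate below; inactive = mean inhibition below 75%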;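 note: 0% = median of neutral control wells and 100% = pilot-screen positive control compound; some compounds past the cut are filed as inactive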
TRPM1 prom inh: inhibitors of MITF-dependent TRPM1 promoter reporter, primary screen, cell-based, SK-MEL-5, single point, luciferase; actives 0.83% (n = 330,000); SK-MEL-5 TRPM1 promoter luciferase, 24 h; AID 488899, 2010; inhibition, % at 12.5 µM;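 active = mean inhibition across replicates of 60% or more, whatever share of single replicates reaches that level; inconclusive = some that reach 60%, reason not given; inactive = mean inhibition across replicates below 60%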; note: values of inactives mirror those of a sister screen read the other way
NR2E3 ag-1: inhibitors of NR2E3-RetCOR corepressor binding, primary screen, NR2E3 agonist project, biochemical, TR-FRET, GST-NR2E3, biotin-RetCOR. AID 2300, 2010. 1536-well. inhibition of corepressor binding, % at 4.78 µM. actives 0.12% (n = 320,000). Photoreceptor-specific nuclear receptor (Homo sapiens), Q9Y5X4;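 active = percent inhibition above the cutoff of mean plus 3 SD of all tested compounds, set per screening campaign, cut at about 20% in these data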;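 note: 0% = DMSO wells and 100% = biotin wells as full block of FRET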
Target sequence (Q9Y5X4 whole entry, looked up): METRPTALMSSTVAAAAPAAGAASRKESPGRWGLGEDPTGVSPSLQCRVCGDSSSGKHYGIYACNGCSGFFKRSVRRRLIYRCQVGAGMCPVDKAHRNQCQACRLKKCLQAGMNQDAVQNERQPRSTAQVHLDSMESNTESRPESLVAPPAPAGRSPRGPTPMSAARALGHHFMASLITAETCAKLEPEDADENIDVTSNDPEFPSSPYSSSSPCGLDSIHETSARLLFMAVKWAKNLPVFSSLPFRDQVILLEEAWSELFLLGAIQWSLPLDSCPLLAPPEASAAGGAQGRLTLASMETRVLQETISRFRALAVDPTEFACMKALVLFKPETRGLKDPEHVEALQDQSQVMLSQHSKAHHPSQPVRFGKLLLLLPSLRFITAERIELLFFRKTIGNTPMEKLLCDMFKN
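System: GST-tagged NR2E3 plus biotinylated RetCOR corepressor; Buffer or medium: pH 7.5 Tris-based buffer; Probe or stimulus: RetCOR corepressor, biotinylated, 7 nM; Doses: compound at 4.8 µM, single dose; Schedule: 5 h incubation at 4 °C; Technique: time-resolved FRET; Evaluation: percent inhibition of TR-FRET ratio; Replication: one well per compound, singlicate testing.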
NR2E3 ag-2: NR2E3 agonists in two-hybrid cells, primary screen, cell-based, luminescence, CHO-S, Gal4-NCOR/VP16-NR2E3; inhibition of corepressor binding, % at 3.98 µM; actives 0.35% (n = 360,000); luciferase; AID 602229, 2012;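 active = inhibition above the mean of all tested compounds plus 3 SD, cut at about 70% in these data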;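 note: 0% = DMSO with NR2E3 transfected cells and 100% = cells lacking NR2E3 construct; higher means lower luciferase signal from less NR2E3 corepressor binding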
HIF-2a block: HIF-2a reporter inhibitors, primary screen, luminescence, 786-0 RCC cells; 786-0 RCC cells HIF-2a reporter, luciferase luminescence, overnight; actives 0.72% (n = 360,000); inhibition, % at 18.8 µM;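 active = inhibition of the luminescence signal of 40% or more relative to plate controls, in a single-dose primary screen at 18.75 µM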
CaV13 FRET inh: Disruptors of the CACNA1D IQ motif to Ca2+-dependent inactivation inhibitor domain association, primary screening, Förster resonance energy transfer in intact living …. HEK cells, CFP/YFP FRET ICDI-IQ, plate reader, 10 min; percent FRET-ratio fall versus neutral wells. inhibition, % at 12.3 µM. actives 0.098% (n = 340,000);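 active = mean replicate inhibition of at least 30% and at least 1% of replicates passing that level; inconclusive = only one of the two criteria is met; inactive = neither criterion is met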;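 note: 0% = median of the neutral control wells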
* = called active by the depositor; ? = inconclusive; nt = not tested or not shown; & = joins results of further samples.

SMILES	hiPSC survival	m5-HT2A agonist	Peg3 promoter	PDI turbidity	Cardio protect	Shn3 inh set2	TRPM1 prom inh	NR2E3 ag-1	NR2E3 ag-2	HIF-2a block	CaV13 FRET inh
CCOc1ccc(CCN2C(=O)C(=O)N([C@@H](Cc3ccccc3)CN3CCC[C@@H]3CN3C(=O)C(=O)NC[C@@H]3Cc3ccc(O)cc3)C[C@@H]2Cc2ccccc2)cc1	2.5	2	-1	nt	0	6	nt	nt	7	3	-4
CCCCCCCCS(=O)CCC(=O)O (configuration not stated)	0.3	0	-2	-6	3	-9	-5	3	-21	9	-15
CCn1cc([N+](=O)[O-])c(C(=O)N2N=C(c3ccc(OC)cc3OC)CC2c2ccccc2O)n1 (configuration not stated)	4.3	-1	14	-2	3	-10	-2	1	4	22	2
S=c1[nH]nc(-c2cc(-c3ccccc3)n[nH]2)n1/N=C/C=C/c1ccccc1	0.5	3	-28	3	-1	-13	-5	3	-17	-29	-16
O=C1Nc2cc(Cl)c(Cl)cc2N(O)N1c1ccccc1	-0.5	-2	8	-5	-2	5	1	-1	-1	-5	-5
CCOC(=O)c1c(C)nc2sc(C(N)=O)c(N)c2c1-c1ccc(OC)cc1	3.6	-8	11	-17	20	11	-15	-1	-14	22	-5
O=C(c1ccncc1)N1CCN(c2ccc3ccccc3n2)CC1	-0.4	26*	6	10	-6	16	6	-1	-1	-5	-7
COc1cc(/C=C/CNC[C@H]2O[C@@H](n3ccc(=O)[nH]c3=O)[C@H](O)[C@@H]2O)ccc1O	2.6	4	4	20	6	-13	2	nt	-21	4	-10
O=C(O)c1cc2ccccc2c(N=Nc2cccnc2)c1O	-0.5	-9	55*	-13	-5	-59	?	-5	-30	73*	nt
O=C(COc1ncnc2sccc12)Nc1ccc(F)cc1F	-1.1	3	11	1	-4	5	5	3	-23	9	-5
O=C(O)c1cc(S(=O)(=O)N2CCOCC2)c(Sc2ccccn2)cc1Sc1ccccn1	3.6	2	4	6	0	6	-1	nt	16	24	-1
CC1CCN(c2nc3c(c(=O)[nH]c(=O)n3C)n2Cc2ccccc2)CC1	-0.2	0	3	-5	-6	6	1	0	8	14	-6
Cn1c(=O)c2[nH]c(C(O)c3ccc(Cl)cc3)nc2n(C)c1=O (configuration not stated)	-1.5	2	9	-37	7	11	-5	nt	11	10	-10
Cc1cc(C)c2nc(SCC(=O)Nc3ccccc3N3CCOCC3)c(C#N)cc2c1	-1.7	-4	7	-5	-3	31	5	2	20	-2	-4
CCCCNC(=O)c1ccc(SCC(=O)N(CC)CC)c([N+](=O)[O-])c1	-0.7	1	8	-2	-6	4	-12	1	-12	13	-14
Cc1nn(C)c(C)c1CN(Cc1nc(CCC(C)C)no1)C(C)C	-0.8	9	2	-5	-28	76	12	1	86*	9	0
O=c1c2ccc([N+](=O)[O-])cc2ncn1CCOc1ccccc1	0.0	-4	-65	2	46	-6	-30	1	-40	-150	-7
Cc1ccc2cc(C#N)c(N3CCCN(S(=O)(=O)c4ccccc4)CC3)nc2c1	-0.2	4	16	6	0	15	4	11	-16	-12	-5
Cn1nc(C(=O)N2CCCc3ccccc32)c2ccccc2c1=O	2.2	2	16	2	1	-4	-6	11	-2	13	-5
N#C/C(=C\c1ccc(O)cc1)C(=O)N1CCCC1	0.0	-1	-18	0	2	3	-2	0	6	4	-14
COc1ccccc1C1CC(c2ccccc2)=NN1C(=S)Nc1ccccc1 (configuration not stated)	-0.1	-1	17	-10	-7	33	-4	-2	-27	3	-13
CCOc1cc(/C=C\[N+](=O)[O-])ccc1OCC(=O)Nc1ccccc1C	-3.1	-3	115*	1	-11	95*	91*	-2	10	96*	nt
Cn1nnnc1SCC(=O)N1CCOCC1	7.0	-3	10	-2	0	4	-5	3	16	11	-4
O=C(CN1CC(c2ccccc2)CC1=O)OCc1cccc(Br)c1 (configuration not stated)	2.0	0	3	7	3	-12	-5	-2	7	29	-2
CCOC(=O)c1ccc(NC(=O)CNC(=O)c2ccco2)cc1	3.1	-1	102*	3	4	-5	-5	4	-13	-8	-5
NNC(=O)c1sccc1OCc1cccc(C(F)(F)F)c1	0.5	0	-8	-2	-9	7	0	0	-15	15	-5
CNC(=O)c1cc(NC(=O)CCn2nc(-c3ccccc3)c3ccccc3c2=O)ccc1OC	2.6	0	10	5	9	4	16	3	-13	22	-19
O=C(CN1C(=O)NC2(CCOc3ccccc32)C1=O)c1cccs1 (configuration not stated)	-1.1	2	-7	4	5	-5	-7	nt	-12	13	-6
O=[n+]1cc(-c2cccc3ccccc23)n([O-])c2c1CCC2	1.5	1	12	9	1	-4	0	-1	-32	10	-1
CCOc1ccc(C(C(=O)Nc2ccc(F)cc2)N(C(=O)Cn2nnc3ccccc32)C2CC2)cc1 (configuration not stated)	-0.3	-2	-1	4	11	4	-2	0	-33	-12	-9
Cn1nc(C(=O)NC2CCCc3ccccc32)ccc1=O (configuration not stated)	1.1	3	9	-11	4	4	8	-1	16	11	-13
Cc1ccc(S(=O)(=O)N2CCCN(Cc3nc4ccccc4c(=O)[nH]3)CC2)cc1	0.0	0	7	3	11	13	11	nt	12	4	-6
CC(=O)c1nn(-c2cccc(Br)c2)cc1C(=O)c1ccc(C)cc1	-0.4	-3	24	1	-11	-6	-2	1	-20	6	-9
CC1(c2cc([N+](=O)[O-])cc([N+](=O)[O-])c2)CC(C)(C)N(C(=O)c2ccccc2)c2ccccc21 (configuration not stated)	0.4	2	14	-2	-4	33	2	1	-24	5	-7
C=CCNC(=O)CN(c1ccc(OC)cc1OC)S(C)(=O)=O	-2.0	-2	0	-4	-8	-20	-19	0	-23	10	-4
CCCN(C(=O)c1nc2nc(C)cc(C)n2n1)c1c(N)n(Cc2ccccc2)c(=O)[nH]c1=O	-2.7	1	-7	20	7	-11	-1	2	-13	12	-2
COc1cc2cc(C(=O)N3CCN(Cc4ccc5c(c4)OCO5)CC3)c(=O)oc2cc1OC	-0.5	-1	1	16	1	1	7	4	1	21	-13
NNC(=O)COc1ccc(-c2nccc(-c3ccc(F)cc3)n2)cc1	0.3	-3	-51	-6	0	23	-1	0	12	68*	-20
CC(C)NC(=O)CSc1nc2ccccc2n1CC(=O)N1CCc2ccccc21	2.4	4	9	0	2	-13	12	2	-16	-8	-8
CC1CCN(c2oc(-c3ccccc3Cl)nc2C#N)CC1	-2.4	-1	-293	-1	-24	-108	-79	4	-122	-217	nt
COc1ccc(S(=O)(=O)N(CC(=O)NC2CC3CCC2C3)c2ccccc2OC)cc1 (configuration not stated)	-0.2	1	12	-2	5	0	4	0	-4	25	-3
COCCn1c(N)c(C(=O)NS(=O)(=O)c2ccc(C)cc2)c(=O)[nH]c1=O	0.1	2	28	-5	3	-8	10	1	-3	17	-7
Cc1cc(C(F)(F)F)c2c(C)nn(-c3ccccc3)c2n1	0.0	2	-12	-5	4	-54	8	-1	7	7	-17
COc1ccc(N=N/C(=C\O)C(=O)c2ccco2)cc1	-1.1	2	-27	-3	6	5	-2	-1	1	-46	-8
O=C(CN1CCN(c2ccccc2F)CC1)c1ccc(O)c(O)c1	-0.4	-5	12	3	53*	40	-9	nt	-3	15	-18
CN(C)c1ccc(C(=O)OCC(=O)Nc2ccc(N3CCOCC3)cc2)cc1	-0.4	-3	-2	6	-2	3	-21	1	-24	8	-16
COc1ccc(C(=O)N2CCCC(O)C2)cc1OC1CCN(C(C)C)CC1 (configuration not stated)	-0.1	-1	-5	2	2	15	5	nt	-14	7	-11
O=C(c1ccco1)N(Cc1cccc(Br)c1)C1CCS(=O)(=O)C1 (configuration not stated)	-0.5	11	-11	-3	4	-9	1	5	-10	9	-2
CN(/N=C/C=C/c1ccccc1)C1=NS(=O)(=O)c2ccccc21	0.8	-2	-13	0	2	-13	-3	4	-14	8	-3
O=C(C1CCCCC1)N1CCC(O)(c2ccc(Cl)cc2)CC1	0.3	-2	5	-16	-6	-14	3	1	-34	11	nt

Next structures follow.
SMILES	hiPSC survival	m5-HT2A agonist	Peg3 promoter	PDI turbidity	Cardio protect	Shn3 inh set2	TRPM1 prom inh	NR2E3 ag-1	NR2E3 ag-2	HIF-2a block	CaV13 FRET inh
N/C(=N\OC(=O)Cc1ccc([N+](=O)[O-])cc1)c1ccc([N+](=O)[O-])cc1	-0.2	2	29	-5	-9	7	-2	0	-15	-10	-4
CCC(CC)c1nn2c(N)c(/C=C3\C=Nc4ccccc43)c(=O)nc2s1	-0.5	2	-32	-4	-2	-20	-7	2	15	-23	-6
COc1ccc(CCNC(=O)COc2ccc(-c3ccccc3)cc2)cc1OC	1.8	-1	-6	0	-6	24	-9	2	-4	18	-14
O=C(Nc1ccc(Nc2ccccc2)cc1)C(Cl)Cl	1.1	-7	-6	-1	-4	4	-3	2	11	-20	-6
COc1ccc(C(=O)c2ccc(OC)cc2O)c(O)c1	-2.4	-3	-200	-3	-1	-31	-79	5	-79	-127	-4
CCC(C)Sc1cccc(-c2nc3ccc(C)cn3c2NCc2ccccc2)c1 (configuration not stated)	1.5&-2.8	2&0	83*	3	-10	76	-12	-1	-23&3	-84&-99	?
CCC(=O)Nc1nc2ccc(S(C)(=O)=O)cc2s1	-1.0	1	-43	-4	3	-18	-19	-4	1	-36	-4
O=C1NN(c2ccccc2)C(=O)/C1=C/c1ccc(-c2ccc(C(=O)O)cc2)o1	-0.5	3	-47	6	6	-7	-6	-1	-18	-6	-16
Cn1c(Sc2ccc(C(F)(F)F)cc2[N+](=O)[O-])nnc1-c1ccccc1	0.8	1	-8	3	-4	11	4	5	-24	12	-4
COc1ccc(CN(C)C(=O)c2ccccc2Sc2ccccc2C#N)c(OC)c1	0.6	0	25	7	5	26	-7	-4	-33	2	-6
N#Cc1ccccc1NC1=CC(=O)CCC1	3.6	5	3	-3	4	-10	10	5	-18	14	-7
